High-throughput results: PubChem BioAssay, Broad Institute
FN deposition inh: fibronectin deposition inhibition. inhibition, % at 12.6 µM. 0.086% of 350,000 active. AH1F fibroblasts, Alexa488-fibronectin deposition fluorescence, overnight. AID 743247;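 active = mean inhibition across replicates of 30% or more, regardless of how many single replicates reach that level; inconclusive = mean under 30% yet at least half of replicates reach 30%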;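 note: positive control wells lacked labelled fibronectin entirely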
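Material – AH1F fibroblast monolayer, labelled fibronectin deposition · Reagent – labelled fibronectin 24 nM · Timing – 1 h adhesion, overnight exposure · Measured by – fluorescence at 485 nm excitation, 525 nm emission · Read-out – inhibition of fibronectin deposition signal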
PglD inh: PglD (C. jejuni) enzyme inhibition. 0.098% of 360,000 active. purified PglD enzyme, DTNB colorimetric CoA detection. AID 602405. inhibition, % at 12.5 µM; in the data active = inhibition above about 16%, passing the limit was not always enough; inconclusive = no clear call, values can overlap the other calls; note: strong numbers were not always called active
PGC1a acetyl inh: modulators of PGC1a acetylation; 0.17% of 350,000 active; AID 651687; inhibition, % at 15.6 µM; U2OS PGC1a acetylation, AlphaScreen anti-acetyl-lysine; with virally co-expressed GCN5 acetyltransferase;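 active = every replicate shows inhibition of at least 40%; inconclusive = mean inhibition at least 40% but some replicate below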;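 note: 0% = neutral control wells and 100% = positive control wells; some results beyond the cut were filed as inactive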
Active calls of the source: *; u = inconclusive.

SMILES	FN deposition inh	PglD inh	PGC1a acetyl inh
Cc1ccc(S(=O)(=O)N2CCCN(S(=O)(=O)c3ccc(C(F)(F)F)cc3)CC2)cc1	-2	1	-19
Cc1nc2ccccc2nc(C)c1=NO	10	1	u
CC(C)Cn1c(N)c(C(=O)COC(=O)c2ccc3ccccc3n2)c(=O)n(C)c1=O	-3	3	5
COc1ccc(C2CC(O)(C(C)(C)O)NO2)cc1 (configuration not stated)	-1	0	-6
NC(=O)C1CCN(Cc2nc3ccccc3c(=O)[nH]2)CC1	0	-4	0
CCOc1ccc2[nH]c(=O)c(CN(CCOC)C(=O)N3CCOCC3)cc2c1	-1	-5	10
COc1ccc(S(=O)(=O)N2CCC(C(=O)N3CCc4ccccc4C3)CC2)cc1OC	-2	-3	-10
CC(=O)NCCn1c(SCc2ccccc2C)nc2ccccc2c1=O	17	-6	7
c1ccc(C(c2nnnn2Cc2cccs2)N2CCN(C3CCCC3)CC2)cc1 (configuration not stated)	1	2	u
CN(C)C(=O)COC(=O)[C@H](Cc1ccccc1)NC(=O)c1ccco1	-1	-3	-3
O=C(CSc1n[nH]c(-c2cccs2)n1)NCc1ccc2c(c1)OCO2	-11	-6	9
CCN(c1cccc(C)c1)S(=O)(=O)c1cccc2nsnc12	-5	0	6
CC(=O)c1cccc(NC(=O)CCC2CCCC2)c1	13	8	6
CCOc1ccc(C(=O)N2CCCC2)cc1OC	8	4	-4
CCc1ccc2oc(C(=O)NCc3ccncc3)c(C)c2c1	-1	0	-8
Cc1ccc(-c2noc(C3CCCN(C(=O)c4ccccc4)C3)n2)o1 (configuration not stated)	3	2	16
Cc1cc(-c2csc(NC(=O)c3cc4ccccc4o3)n2)c(C)n1C	4	6	-5
CCC(=NCc1ccccc1)c1c(C(F)(F)F)[nH]n(-c2nc3ccccc3s2)c1=O	9	-5	5
Cc1cnc(C(=O)Nc2ccc(-n3cnnn3)cc2)cn1	-8	-7	0
COc1ccccc1NC(=O)Cc1csc(NC(=S)Nc2ccccc2)n1	-6	3	-1
COc1ccc(-c2nnn(CC(=O)N(CCO)C(C(=O)NC3CCCC3)c3ccc(F)cc3)n2)cc1 (configuration not stated)	9	-1	-3
Cc1nc(C(=O)Nc2ccc(Cl)cc2)nn1-c1ccc([N+](=O)[O-])cc1	1	0	-7
CN(Cc1ccccc1)c1nc(N)c([N+](=O)[O-])c(Nc2cccc(F)c2)n1	2	6	-1
CC(C(=O)Nc1ccccn1)N1C(=O)C2C3C=CC(C3)C2C1=O (configuration not stated)	-2	1	-3
CN1CCCN(S(=O)(=O)c2ccc3c(c2)OCCO3)CC1	4	6	-3

Remaining list, next part:
SMILES	FN deposition inh	PglD inh	PGC1a acetyl inh
CC1CC(C)(C)CC2(C1)NC(=O)N(CC(=O)NCC(c1ccco1)N1CCCCC1)C2=O (configuration not stated)	-11	5	-7
Cc1ccc(-c2csc3nnc(SCC(=O)Nc4cccc(C)n4)n23)cc1	2	4	-3
CCN(CC)S(=O)(=O)c1ccc(C(=O)OCCNC(=O)c2cccnc2)cc1	-1	-2	-1
COc1ccc(C(C(O)C(=O)c2c[nH]c3ccccc23)N2CCN(c3ccccc3)CC2)cc1 (configuration not stated)	3	6	-10
CCOC(=O)Nc1sc2c(c1C(=O)OCC)CCC2	-3	0	-1
Cc1ccc(OCCCn2cc(C#N)c3ccccc32)cc1	0	-5	-25
CC1(c2ccc(Cl)cc2)NC(=O)N(CC(=O)NC(=O)NCc2ccco2)C1=O (configuration not stated)	-13	5	0
Cc1ccc(S(=O)(=O)N2CCOCC2)cc1NC(=O)c1cc2c(s1)CCC2	0	1	0
CC(=O)c1ccc(OC(=O)C2c3ccccc3Oc3ccccc32)cc1	8	7	-5
COc1cc2c(O)c3c(c(-c4ccc5c(c4)OCO5)c2cc1OC)C(=O)OC3	13	-1	0
COCCn1cc(C(=S)N2CCOCC2)c2ccccc21	-5	-2	7
CCC(C)n1cnc2c(c1=O)c1nc3ccccc3nc1n2-c1ccc2c(c1)OCCO2 (configuration not stated)	-2	-1	1
CCN1CCN(CC(=O)Nc2cc(F)ccc2C)CC1	-10	3	9
Cc1cc(C)nc(/N=C(\N)Nc2cc([N+](=O)[O-])ccc2C)n1	-2	-2	25
COc1ccc(OCC(O)Cn2c(=N)n(CCN3CCCCC3)c3ccccc32)cc1 (configuration not stated)	8	2	-10
Fc1ccc(-c2cc3nc(-c4ccccc4)cc(N4CCN(CCN5CCOCC5)CC4)n3n2)cc1	3	1	-4
Cc1ccccc1CN1C2=NCCN2c2ccccc21	9	0	4
COc1ccc(CN(C(=O)c2ccc3c(c2)OCCO3)C(C(=O)NC2CCCCC2)c2ccc3ncccc3c2)cc1 (configuration not stated)	1	7	4
CC1(c2ccccc2)NC(=O)N(CC(=O)N2CCOCC2)C1=O (configuration not stated)	-9	1	-4
Nc1nonc1-c1nc2ccccc2n1CCC(=O)O	1	5	5
Cc1ccc(Nc2cc(=O)oc3ccccc23)c(C)c1	22	-1	7
COc1ccc(OC)c(S(=O)(=O)N2Cc3ccccc3CC2C(=O)O)c1 (configuration not stated)	-4	-1	4
COC(=O)c1cc(Br)ccc1-c1ccc(/C=N/n2nnnc2N)o1	-7	3	-14
O=C(NC1CC2CCC(C1)N2C(=O)NCc1ccccc1)NC12CC3CC(CC(C3)C1)C2 (configuration not stated)	-9	0	-7
COc1ccc(CCC(C(O)C(F)(F)F)S(=O)c2ccccc2)cc1 (configuration not stated)	-7	2	-8

Following part
SMILES	FN deposition inh	PglD inh	PGC1a acetyl inh
CN(/N=C/c1c[nH]c2ccccc12)c1cnn(-c2ccc(F)c(Cl)c2)c(=O)c1Cl	3	-8	0
Cc1nnc(SCC(=O)NCCN2C(=O)CSC2=O)s1	-20	-1	0
CCOCCCNC(=O)CSc1ccccc1	1	-1	2
O=C(CNC(=O)c1ccco1)OCc1ccc(C(=O)Oc2ccccc2)cc1	-4	-3	-1
CCOC(=O)CSc1nc(-c2ccccc2)nc2ccccc12	-7	2	0
O=c1cc(CO)oc(CN2CCN(CCO)CC2)c1O	12	-1	5
COc1ccc(S(=O)(=O)Nc2cc(OC)c(NC(=O)c3ccco3)cc2OC)cc1	1	3	-6
CCOC(=O)c1c(C)oc2c1c(C=NCC1CCCO1)c(O)c1ccccc12 (configuration not stated)	-10	4	10
CCCCn1c(SCC(=O)N2CCC(C)CC2)nc2ccsc2c1=O	0	2	-20
Cn1c(=O)oc2cc(S(=O)(=O)Nc3ccc4c(c3)OCCO4)ccc21	-5	-4	5
CCC1Sc2ccccc2N(CC(=O)NCc2ccccc2OC)C1=O (configuration not stated)	4	5	1
CCOC(=O)Cc1csc(NC(=O)CSc2nnc(-n3nc(C)cc3C)c3ccccc23)n1	2	5	-3
COC(=O)c1cc(Br)c(=O)n(-c2ccccc2F)c1	-17	-9	2
CN(C)c1ccc(CNC2C3CC4CC(C3)CC2C4)cc1 (configuration not stated)	-8	2	11
CCOC(=O)CNc1c(-c2ccccc2)nc2ccc(Cl)cn12	4	-1	-3
CCOC(=O)C1CCN(C(=O)c2n[nH]c(=O)c3ccccc23)CC1	7	1	6
O=S(=O)(c1ccccc1)N1CCN(c2cc(-c3ccccc3)nc3ncnn23)CC1	-4	2	-10
O=C(CSc1nnc(CNc2cccc(C(F)(F)F)c2)n1Cc1ccco1)NCc1ccco1	-29	1	3
O=C1CCCC/C1=C\Nc1ccc(Cl)cn1	-2	6	-15
Cc1ccc2cc3cc(C(=O)NCCCN4CCc5ccccc5C4)oc3nc2c1	0	-3	40
CCN1CCN(C(=O)c2nn(-c3ccc(C)cc3)c(=O)c3c2c2ccccc2n3C)CC1	9	2	2
CC1CC(C)CN(c2ncc3c(n2)CC(c2ccc(Cl)cc2)CC3=O)C1 (configuration not stated)	0	-1	3
CCn1cc(Br)c(C(=O)Nc2ccc(Cl)c(Cl)c2)n1	6	-3	-24
COc1ccc(CCNC(=O)CN(C2CCCCC2)S(C)(=O)=O)cc1OC	5	6	-6
Nc1cccnc1Sc1cc(Cl)cc(Cl)c1	11	1	-9

Part of the list above in order of number of heavy atoms, low to high:
SMILES	FN deposition inh	PglD inh	PGC1a acetyl inh
Cc1ccc(OCCCn2cc(C#N)c3ccccc32)cc1	0	-5	-25
CN(Cc1ccccc1)c1nc(N)c([N+](=O)[O-])c(Nc2cccc(F)c2)n1	2	6	-1
COc1cc2c(O)c3c(c(-c4ccc5c(c4)OCO5)c2cc1OC)C(=O)OC3	13	-1	0

Carrying on.
SMILES	FN deposition inh	PglD inh	PGC1a acetyl inh
CCNc1nc(Cl)nc(NCc2ccccc2)n1	1	-5	3
CCN(CC)C(=O)c1cc2c(=O)oc3ccccc3c2s1	-5	13	-21
O=c1[nH]c(NCc2ccccc2)nc2c1CCCC2	-12	-8	-6
COc1ccccc1CNC(=O)c1cn(C)c(=O)c2cc(OC)c(OC)cc12	-30	0	7
COCCCn1c(SCc2nc3ccccc3c(=O)[nH]2)nc2ccccc2c1=O	28	4	5
CC(NC(=O)OCc1ccccc1)C(=O)NCC1CCCO1 (configuration not stated)	5	-5	-8
COC(=O)C1Cc2c([nH]c3ccccc23)CN1 (configuration not stated)	7	-5	-8
Cc1cc(NC(=O)CN2CCN(c3ccc(O)cc3)CC2)no1	9	-6	-8
O=c1[nH]c2ccc(S(=O)(=O)N3CCN(C4CCCCC4)CC3)cc2[nH]c1=O	6	-5	-3
Cc1cccc(OCC(=O)N2CCC(N3CCCCCC3)CC2)c1	-10	-2	2
COc1ccccc1CNc1ncnc2c1nnn2Cc1ccccc1	7	-2	-9
Cc1sc(Nc2ccc([N+](=O)[O-])cc2)nc1-c1c(C)n(C)n(-c2ccccc2)c1=O	4	0	0

22 compounds already listed, ordered by number of heavy atoms, rising.
SMILES	FN deposition inh	PglD inh	PGC1a acetyl inh
Cc1nc2ccccc2nc(C)c1=NO	10	1	u
Nc1cccnc1Sc1cc(Cl)cc(Cl)c1	11	1	-9
COC(=O)C1Cc2c([nH]c3ccccc23)CN1 (configuration not stated)	7	-5	-8
CCOc1ccc(C(=O)N2CCCC2)cc1OC	8	4	-4
COC(=O)c1cc(Br)c(=O)n(-c2ccccc2F)c1	-17	-9	2
O=c1cc(CO)oc(CN2CCN(CCO)CC2)c1O	12	-1	5
CN1CCCN(S(=O)(=O)c2ccc3c(c2)OCCO3)CC1	4	6	-3
Cc1ccc(OCCCn2cc(C#N)c3ccccc32)cc1	0	-5	-25
CC(C(=O)Nc1ccccn1)N1C(=O)C2C3C=CC(C3)C2C1=O (configuration not stated)	-2	1	-3
COC(=O)c1cc(Br)ccc1-c1ccc(/C=N/n2nnnc2N)o1	-7	3	-14
Cc1nc(C(=O)Nc2ccc(Cl)cc2)nn1-c1ccc([N+](=O)[O-])cc1	1	0	-7
COc1ccccc1CNc1ncnc2c1nnn2Cc1ccccc1	7	-2	-9
Cc1ccc(-c2csc3nnc(SCC(=O)Nc4cccc(C)n4)n23)cc1	2	4	-3
CC1(c2ccc(Cl)cc2)NC(=O)N(CC(=O)NC(=O)NCc2ccco2)C1=O (configuration not stated)	-13	5	0
c1ccc(C(c2nnnn2Cc2cccs2)N2CCN(C3CCCC3)CC2)cc1 (configuration not stated)	1	2	u
CC(C)Cn1c(N)c(C(=O)COC(=O)c2ccc3ccccc3n2)c(=O)n(C)c1=O	-3	3	5
COc1ccc(S(=O)(=O)N2CCC(C(=O)N3CCc4ccccc4C3)CC2)cc1OC	-2	-3	-10
CC1CC(C)(C)CC2(C1)NC(=O)N(CC(=O)NCC(c1ccco1)N1CCCCC1)C2=O (configuration not stated)	-11	5	-7
CCOC(=O)Cc1csc(NC(=O)CSc2nnc(-n3nc(C)cc3C)c3ccccc23)n1	2	5	-3
COc1ccc(C(C(O)C(=O)c2c[nH]c3ccccc23)N2CCN(c3ccccc3)CC2)cc1 (configuration not stated)	3	6	-10
COc1ccc(-c2nnn(CC(=O)N(CCO)C(C(=O)NC3CCCC3)c3ccc(F)cc3)n2)cc1 (configuration not stated)	9	-1	-3
COc1ccc(CN(C(=O)c2ccc3c(c2)OCCO3)C(C(=O)NC2CCCCC2)c2ccc3ncccc3c2)cc1 (configuration not stated)	1	7	4

An excerpt. The share of hits here may be higher or lower than overall.
